Screens: PubChem BioAssay, several laboratories
hgDAF12 agonist = H. glycines DAF-12 receptor agonists, primary screen, cell-based, luminescence, HEK293, GAL4 fusion, UAS-luciferase; Nuclear hormone receptor DAF-12 (Heterodera glycines), GAL4 fusion; HEK293 GAL4-hgDAF12 UAS-luciferase reporter, agonist luminescence; normalized to butyrate control; activation, % at 6.8 µM; 370,000 tested, 1.8% active;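 active = activation above a cutoff set at the mean of all screened compounds plus 3 SD, cut at about 10% in these data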;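 also: 0% = DMSO wells and 100% = sodium butyrate wells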
Rev-erbA mod = modulators of Rev-erb alpha DNA binding, primary screen, biochemical, FITC-DNA, fluorescence polarization, uHTS; Nuclear receptor subfamily 1 group D member 1 (Homo sapiens), P20393; Rev-erbα–FITC-DNA binding, 90 min; activity, % at 10 µM; 370,000 tested, 0.79% active; AID 1259318, 2017;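 active = activity above about 14%, limit read from the data; passing the limit was not always enough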;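 also: 0% = DMSO wells with 35 nM protein and 100% = DMSO wells with 750 nM protein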
FXN GAA850 act = FXN promoter activators, primary screen, cell-based, luciferase luminescence, HEK293 lucGAA850 | AID 540364, 2011 | HEK293 lucGAA850 FXN promoter luciferase reporter, 24 h; percent of 10 µM SAHA response | activation, % at 6 µM | 360,000 tested, 0.56% active;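 active = activation above the average of all compounds screened plus 3 SD, cutoff fixed separately per campaign, cut at about 7.5% in these data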;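 also: 0% = DMSO wells and 100% = 10 µM SAHA wells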
SMARCA2 act = SMARCA2 (BRM) function activators, primary screen, cell-based, luminescence, high throughput; MG213 cells, MMTV-luciferase reporter, dexamethasone, overnight; activation, % at 9.1 µM; 370,000 tested, 1% active; in the data active = activation above about 7.8%;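 also: 0% = vehicle wells and 100% = reference activator wells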
sPLA2-III inh = human group III sPLA2 inhibitors, primary screen, biochemical, QFRET, BODIPY PC-A2 liposome substrate; Group 3 secretory phospholipase A2 (Homo sapiens), Q9NZ20; QFRET BODIPY PC-A2 liposome hydrolysis, fluorescence; inhibition, % at 12.2 µM; 370,000 tested, 0.56% active; AID 743126, 2013;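 active = inhibition above mean plus 3 SD of compounds lying within the high and low control bounds, cut at about 19% in these data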;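 also: 0% = median of test compound wells and 100% = no enzyme DMSO wells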
hcDAF-12 act = H. contortus DAF-12 nuclear receptor activators, primary screen, cell-based, luminescence, HEK293, lit1-tk-luc reporter. HEK293 hcDAF-12 lit1-tk-luc reporter; 0% DMSO, 100% Δ7-dafachronic acid. activation, % at 6.8 µM. 370,000 tested, 1.4% active. AID 652067, 2013;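 active = activation above the mean of all tested compounds plus 3 SD, cut at about 5.5% in these data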;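 also: 100% = response to 3 µM Δ7-dafachronic acid high control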
PG9 Ab binder = binders of HIV-1 gp120 antibody PG9, primary screen, biochemical, TR-FRET | TR-FRET gp120-PG9 antibody binding | 360,000 tested, 0.43% active | inhibition, % at 6.7 µM | HIV-1 gp120 / PG9 antibody interaction | AID 624416, 2012; in the data active = inhibition above about 8.5%
DAX1 inh-1 = DAX1 (NR0B1) inhibitors, primary screen, cell-based, HEK293, Gal4-DAX1, luciferase luminescence | Nuclear receptor subfamily 0 group B member 1 (Homo sapiens), P51843 | HEK293 Gal4-DAX1 luciferase reporter | inhibition, % at 6.75 µM | 340,000 tested, 0.99% active | AID 504766, 2011;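 active = inhibition above the mean over all tested compounds plus 3 SD, cut at about 4.2% in these data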;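 also: 0% = DAX1-transfected cells with DMSO and 100% = empty-vector control cells with DMSO; inhibition shows as a rise in luminescence from relieved DAX1 repression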
DAX1 inh-2 = DAX1 (NR0B1) inhibitors on StAR promoter, primary screen, cell-based, luminescence, SF-1 (NR5A1), full-length DAX-1; HEK293T StAR-luciferase reporter, SF-1/DAX-1 repression relief; inhibition, % at 6.8 µM; 370,000 tested, 1.1% active; AID 652010, 2013;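 active = inhibition above the mean over all tested compounds plus 3 SD, cut at about 3.6% in these data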;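 also: 0% = DAX-1 cells with DMSO and 100% = cells lacking DAX-1 with DMSO; higher inhibition means more luminescence from relief of DAX-1 repression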
ssDAF-12 act = S. stercoralis DAF-12 nuclear receptor activators, primary screen, cell-based, luminescence, HEK293, GRIP1 co-expression, lit1-tk-luc | 370,000 tested, 1% active | HEK293 ssDAF-12/GRIP1 lit1-tk-luc reporter; % of 3 µM dafachronic acid response | activation, % at 6.8 µM | Nuclear hormone receptor DAF-12 (Strongyloides stercoralis);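 active = activation above the mean over all tested compounds plus 3 SD, cut at about 0.9% in these data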;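 also: 0% = DMSO-only wells and 100% = 3 µM delta7-dafachronic acid wells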
PLCb3 inh = human PLC-beta3 inhibitors, primary screen, biochemical, fluorescence; 1-phosphatidylinositol 4,5-bisphosphate phosphodiesterase beta-3 (Homo sapiens), Q01970; Purified PLC-beta3, fluorogenic substrate; inhibition, % at 12.2 µM; 370,000 tested, 0.18% active; in the data active = inhibition above about 11%;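 also: 0% = median of compound wells on plate and 100% = full blocker control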
Target sequence (Q01970 whole entry, looked up): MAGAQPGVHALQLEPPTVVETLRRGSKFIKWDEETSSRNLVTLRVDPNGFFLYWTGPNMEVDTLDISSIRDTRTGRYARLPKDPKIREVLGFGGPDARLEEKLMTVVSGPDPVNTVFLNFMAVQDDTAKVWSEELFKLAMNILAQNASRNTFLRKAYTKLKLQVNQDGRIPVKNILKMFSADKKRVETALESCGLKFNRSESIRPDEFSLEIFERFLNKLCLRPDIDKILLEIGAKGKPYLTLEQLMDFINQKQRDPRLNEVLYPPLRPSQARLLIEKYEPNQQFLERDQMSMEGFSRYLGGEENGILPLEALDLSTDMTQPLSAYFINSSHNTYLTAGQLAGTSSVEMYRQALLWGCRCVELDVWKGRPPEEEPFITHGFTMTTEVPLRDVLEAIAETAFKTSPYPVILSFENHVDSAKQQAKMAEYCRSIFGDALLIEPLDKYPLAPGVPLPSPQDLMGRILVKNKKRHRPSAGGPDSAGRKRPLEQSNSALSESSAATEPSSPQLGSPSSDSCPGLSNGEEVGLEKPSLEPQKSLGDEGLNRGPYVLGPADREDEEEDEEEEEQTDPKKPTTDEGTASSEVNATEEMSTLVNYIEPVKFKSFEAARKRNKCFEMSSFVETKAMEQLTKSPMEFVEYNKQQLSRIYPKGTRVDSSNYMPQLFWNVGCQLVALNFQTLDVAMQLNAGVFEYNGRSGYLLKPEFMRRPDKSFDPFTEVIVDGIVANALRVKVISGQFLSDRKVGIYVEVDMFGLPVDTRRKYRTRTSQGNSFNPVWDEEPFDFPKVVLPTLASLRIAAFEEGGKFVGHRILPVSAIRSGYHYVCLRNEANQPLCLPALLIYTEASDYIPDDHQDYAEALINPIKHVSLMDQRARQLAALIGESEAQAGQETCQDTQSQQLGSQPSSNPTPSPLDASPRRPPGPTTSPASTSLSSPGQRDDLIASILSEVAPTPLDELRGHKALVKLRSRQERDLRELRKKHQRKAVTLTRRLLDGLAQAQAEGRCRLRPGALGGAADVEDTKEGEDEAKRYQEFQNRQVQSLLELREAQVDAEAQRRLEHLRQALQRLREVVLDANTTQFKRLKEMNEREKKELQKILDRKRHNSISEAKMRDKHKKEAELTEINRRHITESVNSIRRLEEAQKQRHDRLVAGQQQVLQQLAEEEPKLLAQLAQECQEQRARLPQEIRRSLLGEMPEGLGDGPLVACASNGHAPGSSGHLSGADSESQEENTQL
Active calls of the source: *; i = inactive; x = not tested or not shown.

Molecule	hgDAF12 agonist	Rev-erbA mod	FXN GAA850 act	SMARCA2 act	sPLA2-III inh	hcDAF-12 act	PG9 Ab binder	DAX1 inh-1	DAX1 inh-2	ssDAF-12 act	PLCb3 inh
CCCc1ccc(OCc2ccc(C(=O)N3CCSCC3)o2)cc1	7.8	3	7.6*	8.3*	5	1.5	-1.2	0.1	1.5	-0.4	-6
COc1cc(CC(=O)O)ccc1OCc1ccccc1	1.1	-2	0.9	-2	-4	0.0	1.0	3.3	0.0	-1.6	-9
Cc1c(C(C)C)c(=O)n(-c2ccc(S(=O)(=O)NC3CCCCC3)cc2)n1C	-9.8	-1	-1.5	-7	-3	-3.9	0.1	x	-2.9	-2.5	4
CCOC(=O)c1c(C)[nH]c(C)c1C(=O)COC(=O)c1ccc(S(=O)(=O)N(CC)CC)cc1	-0.4	3	-0.4	-2	-38	-3.2	-0.2	-1.6	-1.0	-1.7	2
COCCCNS(=O)(=O)c1ccc(OC)c(Cl)c1Cl	4.3	1	1.5	1	-1	1.6	1.9	1.9	0.3	-1.6	2
Cc1ccc(OCc2nnc(SCc3ccc(C#N)cc3)n2-c2ccc(C)cc2)cc1	-3.1	-7	3.1	-1	-15	-2.4	2.0	-0.1	-0.4	-2.1	4
O=c1c2[nH]cnc2n(-c2ccc(F)cc2)c(=O)n1Cc1ccccc1	-2.2	-4	1.5	1	-3	-0.6	1.1	1.0	-0.2	-1.4	-2
CCOC(=O)c1[nH]c2ccccc2c1NC(=S)Nc1cc(C)ccc1C	5.5	-6	2.2	-1	-6	6.1*	2.4	2.0	-0.5	0.2	-11
CCOC(=O)C1=C(C(C)=O)C(c2cccnc2)C(C#N)=C(N)O1 (stereo not drawn)	-3.2	-8	1.3	3	-1	-2.0	-1.2	-0.5	0.1	-0.8	-23
CCC1(c2ccc(F)cc2)NC(=O)N(CC(=O)N2CC(=O)Nc3ccccc32)C1=O (stereo not drawn)	1.6	-3	-1.2	-1	3	-1.3	2.0	-0.6	-0.9	-1.0	-4
Cc1cc(Cl)ccc1OCC(=O)N1CCN(c2ncccn2)CC1	-0.9	-2	0.8	-3	-1	-0.3	-0.5	-0.4	0.0	-1.8	-4
Cn1c(=O)c2[nH]c(CNCc3ccccc3Cl)nc2n(C)c1=O	-2.3	-6	-3.5	7	9	-1.2	-0.6	0.3	0.9	-0.9	-51
COC(=O)c1cc(C(=O)Nc2nnc(CC(C)(C)C)s2)cc([N+](=O)[O-])c1	4.2	5	1.9	-2	9	-0.9	0.0	-0.7	0.5	-0.7	-1
Cc1ccccc1-c1nc(CS(=O)(=O)CC(=O)NC2CCCC2)c(C)o1	-4.2	0	0.2	-4	-5	-1.6	-1.4	0.3	0.8	-1.8	-10
Cc1cccc2c1[nH]c1nc(N/N=C\c3ccco3)nnc12	-2.1	-7	x	-2	5	1.0	-2.0	x	-0.3	-0.6	1
COc1ccccc1CNC(=O)c1ccc(NC(=O)CC2SC(N3CCCC3)=NC2=O)cc1 (stereo not drawn)	-0.9	-2	0.6	1	-3	-0.9	0.5	1.5	-1.5	-1.7	-5
CCOc1ccc(NC(=O)c2ccccc2NC(=O)CN2CCCCCC2)cc1	-0.2	3	1.7	0	1	0.5	-1.5	-1.9	-0.1	-0.6	1
COc1cccc(NC(=O)c2oc3ccccc3c2NC(=O)c2ccc3c(c2)OCO3)c1	-1.3	4	2.2	2	3	1.1	0.8	-0.7	-0.5	-0.6	-7
COc1cc(/C=C/C(=O)N(C)c2ccccc2C(=O)O)cc(OC)c1OC	-0.1	5	-0.3	-3	6	0.6	-0.1	1.4	-0.2	-1.0	-17
O=C(OCC(=O)N(CCc1ccccc1)Cc1ccccc1)c1cccc(S(=O)(=O)N2CCOCC2)c1	-3.2	-1	-2.3	-3	-8	-0.4	0.3	0.1	-1.4	0.7	-6
COc1ccccc1NC(=O)NNC(=O)C(C)Oc1ccc2ccccc2c1 (stereo not drawn)	-1.4	-7	0.1	2	-16	-1.4	-0.7	1.0	-0.3	-1.1	-5
COc1ccccc1N1CCN(c2nnc(-c3ccc(F)cc3)c3ccccc23)CC1	2.1	2	0.8	1	-6	-0.5	-1.1	-0.8	-0.4	-1.4	1
C=CCNC(=O)NC(=S)c1ccccc1	4.9	-6	4.1	7	11	1.4	-2.4	0.2	1.0	-0.8	2
COCCC1CCCCN1Cc1cn(-c2ccccc2)nc1-c1ccc2c(c1)OCO2 (stereo not drawn)	-2.7	2	4.7	-1	6	0.3	-1.3	1.6	0.6	-1.1	-6
O=S1(=O)N=C(N2CCOCC2)c2ccccc21	1.8	-9	-1.6	0	2	-0.7	0.3	0.7	0.0	-1.3	-72
CCOP(=O)(OCC)c1nc(-c2cccc3ccccc23)oc1NCCc1ccc(OC)cc1	2.2	0	4.5	-2	-10	3.0	0.7	-2.0	-0.8	-1.4	i
COc1ccc(CCN2C(=O)CS/C2=N\NC(=O)c2ccc(C(C)(C)C)cc2)cc1OC	-4.0	-5	0.8	-6	-15	-1.8	-2.9	-2.8	-1.3	-2.5	7
Cc1ccc(CCNC(=O)CN2C(=O)COc3ccc(S(=O)(=O)N4CCC(C)CC4)cc32)cc1	-1.2	-3	1.6	-2	-15	-2.3	-0.1	-0.1	0.1	-1.2	8
O=C(c1cc2cc([N+](=O)[O-])ccc2oc1=O)N1CCOCC1	-2.7	2	1.2	1	0	0.1	-1.9	-0.2	-0.4	0.0	4
O=C1CCC(=O)N1c1ccc(S(=O)(=O)N2CCCC2)cc1	0.2	1	-1.9	1	-1	-0.9	0.9	1.8	-1.0	-1.9	4

Ordered by value in sPLA2-III inh (falling): 3 from the list above.
Compound | Rev-erbA mod | FXN GAA850 act | SMARCA2 act | sPLA2-III inh | hcDAF-12 act | PG9 Ab binder | DAX1 inh-1 | DAX1 inh-2 | ssDAF-12 act | PLCb3 inh
COc1cccc(NC(=O)c2oc3ccccc3c2NC(=O)c2ccc3c(c2)OCO3)c1 | 4 | 2.2 | 2 | 3 | 1.1 | 0.8 | -0.7 | -0.5 | -0.6 | -7
COc1ccccc1NC(=O)NNC(=O)C(C)Oc1ccc2ccccc2c1 (stereo not drawn) | -7 | 0.1 | 2 | -16 | -1.4 | -0.7 | 1.0 | -0.3 | -1.1 | -5
CCOC(=O)c1c(C)[nH]c(C)c1C(=O)COC(=O)c1ccc(S(=O)(=O)N(CC)CC)cc1 | 3 | -0.4 | -2 | -38 | -3.2 | -0.2 | -1.6 | -1.0 | -1.7 | 2

Remaining list, next part
Molecule	hgDAF12 agonist	Rev-erbA mod	FXN GAA850 act	SMARCA2 act	sPLA2-III inh	hcDAF-12 act	PG9 Ab binder	DAX1 inh-1	DAX1 inh-2	ssDAF-12 act	PLCb3 inh
Cc1cc([N+](=O)[O-])ccc1NC(=O)Nc1ccc(F)cc1F	6.0	2	-0.9	-3	8	-0.8	-0.4	0.4	-1.2	-1.6	-5
Cc1ccc(N2CC(C(=O)N3CCOCC3)CC2=O)cc1Cl (stereo not drawn)	-2.8	-3	-1.5	-2	8	-0.4	1.1	-0.1	0.1	-0.8	-12
Cc1ccc(NS(=O)(=O)c2ccc(C(=O)NNC(=O)c3ccccc3O)cc2)cc1	-2.9	3	-1.3	-2	-9	-1.0	-1.5	0.6	-1.5	-1.1	-3
COc1ccc2[nH]c3c(=O)n(CCCCC(=O)NCCC(C)C)c(=S)[nH]c3c2c1	5.4	-4	-0.7	-2	14	0.3	-0.7	0.2	0.5	-1.0	-4
Cc1cccc(C2NC(=O)c3c(sc(C)c3C)N2)c1O (stereo not drawn)	1.6	2	1.3	0	1	3.8	-3.0	0.5	0.1	1.4*	-36
CC(C)COc1ccc(N)cc1OCC(C)C	-0.9	11	0.8	0	-4	0.1	-1.2	-0.4	0.2	-1.1	-5
CCc1nc2ccc(C(=O)NCCCn3ccnc3)cn2c1N(C)Cc1cc2ccccc2s1	-2.9	-6	-0.7	-2	-23	-1.7	-1.9	x	0.2	-1.5	-9
CN(C(=O)CN1C(=O)NC(C)(c2cccc(Br)c2)C1=O)C1CCCCC1 (stereo not drawn)	-3.0	0	-0.4	-1	5	0.0	0.0	-0.8	-0.2	-1.6	-5
CNC(=S)NNC(=O)c1ccccc1Br	1.9	-6	-1.5	-2	4	-3.3	-1.6	-0.7	0.3	-1.4	6
Cc1ccc(CCNC(=O)c2coc3nc4ccccc4nc23)cc1	-0.3	22	-0.3	-4	9	1.0	-5.3	1.5	0.3	-1.0	-83
Cc1cc(C)cc(C(=O)NC(CC(N)=O)c2ccc(N3CCN(C)CC3)c([N+](=O)[O-])c2)c1 (stereo not drawn)	-0.8	2	-2.1	0	5	-0.6	-0.8	-0.5	0.2	-1.2	1
Oc1ccccc1/C=N/Nc1ncc(Br)cn1	6.3	7	0.3	2	29*	2.3	-0.6	-0.2	-0.8	-0.8	-2
CCOc1ccccc1NC(=O)c1cc(Cl)ccc1NC(=O)c1ccco1	-1.1	3	-1.6	-2	6	1.6	2.9	-0.5	-0.1	-0.8	3
CCCC(=O)NC(=S)Nc1cccc(-c2nc3ncccc3o2)c1	-1.4	4	1.2	1	0	-1.8	0.8	0.1	0.0	-1.6	-1
COc1ccc(-c2oc3ccccc3c(=O)c2OC(=O)c2ccc(C)cc2)cc1	1.0	22*	0.1	0	3	-0.8	0.0	-0.2	0.6	-0.9	-11
COC(=O)C1CN(Cc2ccc(OC)cc2)CCS(=O)(=O)N1Cc1cn(Cc2ccc(OC)cc2)nn1 (stereo not drawn)	-2.5	5	x	-3	4	-2.0	x	x	-0.4	-1.0	6
Cc1ccc2cc(CN(CCCO)S(=O)(=O)c3cccc4nsnc34)c(=O)[nH]c2c1	0.2	0	2.8	-2	-3	0.3	0.1	0.1	-0.4	-1.2	0
Cc1nn(Cc2cccc(F)c2)c(C)c1NC(=O)c1c([N+](=O)[O-])c(C)nn1C	0.9	1	0.4	-1	1	-1.9	-0.8	1.4	0.0	-1.6	2
